Assay outcomes deposited in PubChem by several laboratories.
C-LANA FP – KSHV C-LANA DNA binding inhibition | MBP-C-LANA/FAM-LBS DNA binding, fluorescence polarization | inhibition, % at 9 µM | 0.078% of 340,000 active | AID 504423;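 active = highest replicate inhibition at or above 60% at 9 µM, even if other replicates fall short; inactive = all replicates below 60% inhibition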;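 also: 0% = neutral control wells and 100% = 4 µM acridine orange control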
NSD2 inh – inhibitors of human histone methyltransferase NSD2. O96028. NSD2 peptide methylation, AlphaScreen, 120 min. inhibition, % at 12.5 µM. 0.54% of 310,000 active. AID 743445; in the data active = inhibition above about 50%
dFosB act – mouse delta FosB homodimer activation; P13346; purified delta FosB, TAMRA-CDK5 oligo fluorescence polarization; percent of positive-control signal above neutral wells; activation, % at 25 µM; 0.99% of 340,000 active; AID 493131;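 active = mean activation above about 17%, with every replicate also reaching it, limit read from the data, passing the limit was not always enough; inconclusive = only one of the two conditions met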;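 also: fluorescence polarization rise as delta FosB binds a TAMRA Cdk5 AP-1 oligo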
Target sequence (P13346 whole entry, looked up): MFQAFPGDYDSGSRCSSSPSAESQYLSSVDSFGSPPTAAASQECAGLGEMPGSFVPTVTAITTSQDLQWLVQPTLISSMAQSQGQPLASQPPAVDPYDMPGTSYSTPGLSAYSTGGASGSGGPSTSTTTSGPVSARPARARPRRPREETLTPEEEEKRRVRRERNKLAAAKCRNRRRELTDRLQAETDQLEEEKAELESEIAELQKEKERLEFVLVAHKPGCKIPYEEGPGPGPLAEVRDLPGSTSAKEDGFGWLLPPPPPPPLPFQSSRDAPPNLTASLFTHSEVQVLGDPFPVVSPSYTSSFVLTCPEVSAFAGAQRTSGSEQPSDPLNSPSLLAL
RTF Ca sens act – cardiac RTF calcium sensitization; 0.24% of 340,000 active; IANBD-labeled TnC RTF fluorescence at EC20 calcium; 0% EC20 calcium, 100% full calcium; AID 493008; P19429+P45379; activation, % at 7.2 µM;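 active = activation above the mean over all tested compounds plus 3 SD, cut at about 30% in these data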;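 also: rise in fluorescence read as greater calcium sensitivity of cardiac thin filaments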
CDK5 p35 inh – inhibitors of human CDK5/p35 kinase; Q00535+Q15078; Recombinant CDK5/p35, ADP-Glo luminescence, 60 min; inhibition, % at 10 µM; 0.01% of 330,000 active; AID 488839;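 active = highest replicate inhibition of at least 50% and at least 75% of replicates reaching 50%; inconclusive = only one of the two criteria met; inactive = both criteria failed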;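 also: plate controls were DMSO neutral control for no effect and GW8510 at 10 µM for full effect; many of its hits are not listed in these tables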
PfHsp90 yeast 2 – reduces growth (ATP signal) of yeast expressing P. falciparum Hsp90 | S. cerevisiae expressing PfHsp90, BacTiter-Glo ATP, 48 h; yeast lacking PDR1 and PDR3 efflux regulators | inhibition, % at 9.4 µM | 0.32% of 310,000 active | AID 504621;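 active = every replicate shows inhibition above about 80%, whatever the replicate mean, limit read from the data; inconclusive = mean inhibition reaches the set limit but some replicate falls short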;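 also: 0% = DMSO neutral controls and 100% = 20 µM radicicol positive controls; yeast relying on Plasmodium falciparum Hsp90 in place of its own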
PvdQ acylase – blocks Pseudomonas aeruginosa PvdQ acylase activity. purified PvdQ acylase, fluorescence plate reader. inhibition, % at 10 µM. 0.063% of 340,000 active. AID 488965; in the data active = inhibition above about 30%, passing the limit was not always enough; inconclusive = no clear call, values can overlap the other calls;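 also: 0% = vehicle neutral wells and 100% = reference inhibitor wells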
Keap1 Nrf2 FP – inhibitors of human Keap1-Nrf2 protein-protein interaction; Q14145; Keap1 Kelch-Nrf2 peptide fluorescence polarization, 1536-well; inhibition, % at 9.4 µM; 0.15% of 340,000 active; in the data active = inhibition above about 12%; inconclusive = no clear call, values can overlap the other calls; inactive = below about 7.3%;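 also: human Keap1 Kelch domain with fluorescein labeled Nrf2 9mer peptide probe; 0% = neutral control wells and 100% = peptide positive control; higher means more block of Keap1 binding to Nrf2 peptide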
Target sequence (Q14145 whole entry, looked up, the tested form may be a part): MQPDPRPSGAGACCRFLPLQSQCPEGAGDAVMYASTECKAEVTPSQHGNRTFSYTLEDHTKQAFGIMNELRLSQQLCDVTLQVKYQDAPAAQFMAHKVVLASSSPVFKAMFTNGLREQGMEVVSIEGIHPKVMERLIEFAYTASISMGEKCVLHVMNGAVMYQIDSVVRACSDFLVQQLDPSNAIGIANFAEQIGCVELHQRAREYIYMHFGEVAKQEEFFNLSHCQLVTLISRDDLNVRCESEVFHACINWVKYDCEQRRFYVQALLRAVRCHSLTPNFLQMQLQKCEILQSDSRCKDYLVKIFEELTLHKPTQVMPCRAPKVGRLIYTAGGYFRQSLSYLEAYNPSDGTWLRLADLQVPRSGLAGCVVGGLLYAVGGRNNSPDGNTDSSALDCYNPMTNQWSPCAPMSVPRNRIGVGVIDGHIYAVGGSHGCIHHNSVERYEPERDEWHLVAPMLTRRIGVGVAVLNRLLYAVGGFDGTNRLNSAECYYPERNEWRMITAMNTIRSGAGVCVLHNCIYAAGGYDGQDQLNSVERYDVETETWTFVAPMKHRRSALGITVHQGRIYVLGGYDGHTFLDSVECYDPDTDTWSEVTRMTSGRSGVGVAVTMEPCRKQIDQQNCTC
Rtt109 Vps75 – inhibitors of Candida albicans Rtt109/Vps75 histone acetyltransferase; Q5AAJ8; purified Rtt109/Vps75, ThioGlo CoA-SH fluorescence, 4 h; inhibition, % at 34.9 µM; 0.16% of 330,000 active; AID 540336;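 active = inhibition of at least 50% in every replicate; inconclusive = best replicate reaches 50% inhibition but some replicates fall short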
Cardiac RTF inh – cardiac RTF calcium desensitization; AID 493244; IANBD-labeled cardiac RTF, Ca2+ fluorescence; P19429+P45379; 0.12% of 340,000 active; inhibition, % at 7.15 µM;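 active = inhibition above the mean inhibition of all tested compounds plus 3 SD, cut at about 17% in these data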;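 also: assay run at fixed EC70 calcium of 1.6 mM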
Mot1-301 SUMO – inhibitors of SUMOylation pathway: yeast Mot1-301 growth rescue; S. cerevisiae Mot1-301 growth rescue, ATP luminescence, 38.5C; percent above DMSO median, 100 means doubled; growth rescue, % at 18.8 µM; 1% of 320,000 active; AID 2716;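 active = every valid replicate shows activation above 250% relative to neutral control wells; inactive = the rest, any valid replicate at or below 250%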;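 also: OY570 slx delta 5 strain wells were the positive control but not used for scaling; some compounds called inactive have numbers as strong as hits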
* = called active by the depositor; i = inactive; u = inconclusive; x = no result given.

SMILES	C-LANA FP	NSD2 inh	dFosB act	RTF Ca sens act	CDK5 p35 inh	PfHsp90 yeast 2	PvdQ acylase	Keap1 Nrf2 FP	Rtt109 Vps75	Cardiac RTF inh	Mot1-301 SUMO
COc1cc(NS(=O)(=O)c2ccc3c(c2)C(C)(C)C(=O)N3C)cc(OC)c1	2.3	x	-4	-1	1.9	3	-15	-3	-1	-13	6
O=S(=O)(NC(=NCc1ccccc1)c1ccccc1)c1ccccc1	-1.0	0	-9	-1	0.0	-27	-7	0	-4	-14	10
CCCN(CCC)c1ccc(/C=N/NC(=O)CN2CCOCC2)cc1	-1.1	1	-10	3	1.2	3	-5	-2	-15	-10	-19
Cc1cc2ncn(S(=O)(=O)N(C)C)c2cc1C	1.1	0	0	2	-1.3	11	22	-3	8	2	i
Cc1c(Cl)cccc1NC(=O)CNCc1ccccc1F	-0.1	0	7	-1	-1.1	17	-17	-4	8	-2	362
CC(C)C(=O)N1CCC(CN=CC2=C(O)CC(C)(C)CC2=O)CC1	-0.4	0	7	5	-0.5	-24	-9	-2	1	1	-10
CC(C)CNC(=O)[C@H](Cc1ccccc1)NC(=O)c1ccco1	-0.7	4	-10	-6	1.1	-11	4	2	5	-6	-9
CCOc1ccc(NC(=O)CC2C(=O)N(CC)C(=S)N2CCNC(C)=O)cc1 (centres undefined)	0.0	-4	1	-4	x	-8	-4	-3	-3	-12	23
COc1ccc(CNC(=O)Cn2cnc3c(SC)nc(N)nc32)cc1	-0.3	x	7	0	-0.7	-7	-9	-3	-27	2	-6
CCc1ccc(-c2csc3ncn(Cc4ccc(C(=O)O)cc4)c(=O)c23)cc1	0.4	-3	10	-2	0.3	-1	-10	-5	x	-4	7
COC(=O)CNC(=O)C1CCC(CNS(=O)(=O)c2cccc3nsnc23)CC1 (centres undefined)	1.2	-1	-6	-5	0.1	-1	6	u	-5	-2	-6
COc1ccc(S(=O)(=O)N2CCN(C(=O)COc3ccccc3)CC2)cc1	-1.5	1	-14	3	1.1	-12	-2	-4	8	9	15
CC(C)(C)NC(=O)CCN(/N=C/c1ccccc1F)C1=NS(=O)(=O)c2ccccc21	-0.8	-8	-28	2	2.6	-2	-17	-4	-19	-6	312*
CC1C(=O)OC(c2ccc(Br)cc2)C(C)(C)C1=O (centres undefined)	-0.3	3	2	1	0.0	-1	-14	1	6	-9	9
COc1ccc(/C=N/S(=O)(=O)c2cccs2)cc1	-0.1	0	-1	3	-1.9	9	-10	-7	5	-9	-19
COc1ccc(N2C(=O)C3ON(C4SC(=S)N(C)C4(C)C)C(c4ccc([N+](=O)[O-])cc4)C3C2=O)cc1 (centres undefined)	-1.7	-2	7	1	4.0	-30	-5	-3	0	5	-14
CC1CCN(C(=O)c2ccc3c(c2)OCCO3)CC1	2.1	2	3	-6	-1.2	-2	-13	4	-19	-4	7
Cc1cccc(NC(=O)C2CCN(S(=O)(=O)c3ccc4c(c3)NC(=O)CO4)CC2)c1C	-1.0	8	-10	3	0.7	-2	-13	-3	0	-9	32
COc1cccc(CNC(=O)CCNC(=O)Cn2ccc3ccccc3c2=O)c1	-0.1	x	6	-2	-0.7	x	-15	3	-9	2	-6
OCCCC1CCCN(Cc2cn[nH]c2-c2ccc(F)cc2F)C1 (centres undefined)	0.0	-1	2	4	-6.8	10	10	2	-2	-9	-5
CSc1nnc2c3c4c(sc3nc(-n3nc(C)cc3C)n12)COC(C)(C)C4	0.8	-3	-1	0	1.1	-8	-3	-3	-11	1	x
COc1ccc(C(=O)NC2CCCc3ccccc32)c(OC)c1OC (centres undefined)	0.4	-1	-17	-1	-0.6	-13	-13	-1	-5	-10	-1
CN(Cc1ccccc1)C(=O)c1ncn(Cc2ccccc2)c1C(=O)N(C)Cc1ccccc1	3.1	x	-3	-11	-1.3	5	-3	5	1	-7	-13
CCOc1cccc(-c2nc3c(s2)CCc2onc(-c4cccc([N+](=O)[O-])c4)c2-3)c1	1.2	x	-2	7	-2.9	-11	-5	-4	-2	-12	-14
O=C(c1csc2ccccc12)N1CCCCCC1	-0.4	-1	0	-3	-0.7	0	-13	-2	2	-5	2
Cc1ccc(-c2cc(C(=O)N3N=C(C(F)F)CC3(O)C(F)F)c3ccccc3n2)cc1C (centres undefined)	-0.5	0	-24	8	0.2	113*	-13	-2	9	-6	37
COC(=O)C1CCN(S(=O)(=O)Cc2ccccc2Cl)CC1	1.1	-5	10	-6	1.1	6	4	2	3	3	17
O=C(c1ccccc1Cl)N(Cc1ccccc1F)N1C(=O)CCCC1=O	1.3	-2	5	-6	-0.3	-1	-11	-3	-3	-4	1
Cc1ccc(-c2nc3ccc(Cl)cc3n2OC(C)C(=O)O)cc1 (centres undefined)	0.4	-4	-4	-4	-0.5	-2	-12	2	x	-10	33
c1ccc2c(c1)Cn1nnnc1-2	0.6	-2	-4	-2	-0.8	x	11	2	3	-10	-1
O=[N+]([O-])c1ccccc1Nc1cccnc1	2.9	x	1	-1	2.7	-2	7	-3	-1	-1	84
COc1ccc(/C(O)=C2/C(=O)C(=O)N(c3ccccn3)C2c2ccc(F)cc2)cc1 (centres undefined)	-3.0	3	-5	0	-0.8	-12	-10	-1	-2	-8	-9
CCOC(=O)Cc1cc(=O)n2[nH]c(C)cc2n1	-0.3	0	-4	-1	1.0	37	-11	0	3	-7	-13
COCCN=C1NC(=O)C(CC(=O)Nc2cccc(Cl)c2C)S1 (centres undefined)	0.8	-7	3	x	0.7	28	0	0	6	x	-15
COc1ccccc1-c1c(NC(=O)C(C)C)n(C)c2ccccc2c1=O	9.4	12	3	-1	1.9	11	-11	-1	1	4	14
CCc1n[nH]c(=S)n1N=C1CCC(C)CC1 (centres undefined)	-0.7	-2	-5	-8	-0.7	2	0	-5	21	3	-8
Nn1cnnc1N/N=C/c1ccc(Cl)cc1Cl	0.4	0	2	-4	-1.9	-9	-4	-3	-6	-11	-1
NS(=O)(=O)c1ccc(NC(=S)N2CCN(C(=O)C3CCCO3)CC2)cc1 (centres undefined)	-0.4	-1	-4	-1	2.1	2	-12	-3	-1	-4	208
O=c1c2ccccc2c2ccccc2c(=O)n1Cc1cccnc1	-0.4	-3	1	1	-0.3	-7	2	-3	-3	-9	-4
CN1CCC(CN)(N2CCN(c3ccccc3)CC2)CC1	2.1	2	-3	-1	-3.3	6	-10	-7	-5	-7	6
CCSc1nc(O)c(CC)c(=O)n1C(C)CC (centres undefined)	-1.1	1	-2	10	6.6	3	-22	-7	-6	-2	-16
N#Cc1ccccc1OCC(=O)C1CC1	0.4	-3	6	-3	-1.2	-1	-7	1	-13	-5	2
Oc1ccc(/C=N/Nc2nccnc2Cl)cc1	-1.2	-3	-2	3	25	-3	-2	-1	-16	0	-3
O=C(Nc1ccccc1N1CCOCC1)c1cccc(Oc2ccccc2)c1	-0.8	0	-3	-2	-1.2	-14	-8	-1	-3	-5	-19
Cc1ccc(/C=C/C(=O)N2CCCN(C(=O)/C=C/c3ccc(C)cc3)CC2)cc1	5.9	0	-13	1	-0.7	-15	-16	-1	8	9	-10

Entries above shown as hits in Mot1-301 SUMO:
canonical_smiles | C-LANA FP | NSD2 inh | dFosB act | CDK5 p35 inh | PfHsp90 yeast 2 | PvdQ acylase | Keap1 Nrf2 FP | Rtt109 Vps75 | Mot1-301 SUMO
CC(C)(C)NC(=O)CCN(/N=C/c1ccccc1F)C1=NS(=O)(=O)c2ccccc21 | -0.8 | -8 | -28 | 2.6 | -2 | -17 | -4 | -19 | 312*

The results go on:
SMILES	C-LANA FP	NSD2 inh	dFosB act	RTF Ca sens act	CDK5 p35 inh	PfHsp90 yeast 2	PvdQ acylase	Keap1 Nrf2 FP	Rtt109 Vps75	Cardiac RTF inh	Mot1-301 SUMO
Cc1ccc(Nc2nc3c(c(=O)[nH]2)CCCC3)cc1	-0.6	-3	-7	6	3.9	-24	1	-3	x	-16	-13
CCN(CC)CCn1c(NC(=O)c2ccc(Cl)cc2)nc2ccccc21	0.4	0	-13	-15	-0.9	-13	-10	-8	-8	-8	41
O=C(c1ccc(Cl)cc1)c1ccccc1C(=O)N1CCOCC1	0.7	-1	2	-3	3.5	7	-7	-2	-16	3	-3
Cc1cnc(C)c(N2CCN(Cc3cn(C)nc3-c3cccc(Cl)c3)CC2)n1	-1.1	-27	-8	5	-2.9	5	-4	3	3	7	0
CCOC(=O)C1=C(C)N(c2ccccc2)C(=O)/C1=C\c1ccc(O)c(OC)c1	0.3	11	-4	1	0.4	4	6	-4	21	-2	6
CS(=O)(=O)N(CC(=O)O)Cc1cccc(CN(CC(=O)O)S(C)(=O)=O)c1	0.3	x	-2	28	-5.2	2	-3	-3	-1	1	337
CSCCCNC(=S)Nc1ccc(N2CCOCC2)cc1N1CCOCC1	-1.2	2	-13	-3	2.0	-7	-12	-1	-8	-2	-4

For convenience, some entries already given.
SMILES	C-LANA FP	NSD2 inh	dFosB act	RTF Ca sens act	CDK5 p35 inh	PfHsp90 yeast 2	PvdQ acylase	Keap1 Nrf2 FP	Rtt109 Vps75	Cardiac RTF inh	Mot1-301 SUMO
Cc1ccc(Nc2nc3c(c(=O)[nH]2)CCCC3)cc1	-0.6	-3	-7	6	3.9	-24	1	-3	x	-16	-13
CCN(CC)CCn1c(NC(=O)c2ccc(Cl)cc2)nc2ccccc21	0.4	0	-13	-15	-0.9	-13	-10	-8	-8	-8	41
O=C(c1ccc(Cl)cc1)c1ccccc1C(=O)N1CCOCC1	0.7	-1	2	-3	3.5	7	-7	-2	-16	3	-3

Some values from the list.
Entry of Cc1ccc(Nc2nc3c(c(=O)[nH]2)CCCC3)cc1 under PvdQ acylase: 1
Entry of O=C(c1ccc(Cl)cc1)c1ccccc1C(=O)N1CCOCC1 under PvdQ acylase: -7
Entry of CS(=O)(=O)N(CC(=O)O)Cc1cccc(CN(CC(=O)O)S(C)(=O)=O)c1 under Cardiac RTF inh: 1
Entry of CCOC(=O)C1=C(C)N(c2ccccc2)C(=O)/C1=C\c1ccc(O)c(OC)c1 under dFosB act: -4

Full records, quoted from the list. Order of values: C-LANA FP, NSD2 inh, dFosB act, RTF Ca sens act, CDK5 p35 inh, PfHsp90 yeast 2, PvdQ acylase, Keap1 Nrf2 FP, Rtt109 Vps75, Cardiac RTF inh, Mot1-301 SUMO
Results for `Cc1cnc(C)c(N2CCN(Cc3cn(C)nc3-c3cccc(Cl)c3)CC2)n1` = -1.1, -27, -8, 5, -2.9, 5, -4, 3, 3, 7, 0
Results for `Cc1ccc(Nc2nc3c(c(=O)[nH]2)CCCC3)cc1` = -0.6, -3, -7, 6, 3.9, -24, 1, -3, x, -16, -13
Results for `CCOC(=O)C1=C(C)N(c2ccccc2)C(=O)/C1=C\c1ccc(O)c(OC)c1` = 0.3, 11, -4, 1, 0.4, 4, 6, -4, 21, -2, 6
